Assay outcomes: PubChem BioAssay, The Scripps Research Institute Molecular Screening Center
CHRM4 agonist: agonists of human muscarinic M4 receptor (CHRM4). hit rate 0.14% among 360,000. AID 624127. CHO-K1 hM4/Gqi5, Fluo-8 calcium fluorescence; vehicle 0%, full acetylcholine response 100%. P08173. activation, % at 3 µM;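 active = activation above the run mean over all test wells plus 3 SD, cut at about 32% in these data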;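 note: peak over basal fluorescence ratio per well then scaled between controls; 0% = DMSO wells and 100% = acetylcholine at EC100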
Target sequence (P08173 whole entry, looked up): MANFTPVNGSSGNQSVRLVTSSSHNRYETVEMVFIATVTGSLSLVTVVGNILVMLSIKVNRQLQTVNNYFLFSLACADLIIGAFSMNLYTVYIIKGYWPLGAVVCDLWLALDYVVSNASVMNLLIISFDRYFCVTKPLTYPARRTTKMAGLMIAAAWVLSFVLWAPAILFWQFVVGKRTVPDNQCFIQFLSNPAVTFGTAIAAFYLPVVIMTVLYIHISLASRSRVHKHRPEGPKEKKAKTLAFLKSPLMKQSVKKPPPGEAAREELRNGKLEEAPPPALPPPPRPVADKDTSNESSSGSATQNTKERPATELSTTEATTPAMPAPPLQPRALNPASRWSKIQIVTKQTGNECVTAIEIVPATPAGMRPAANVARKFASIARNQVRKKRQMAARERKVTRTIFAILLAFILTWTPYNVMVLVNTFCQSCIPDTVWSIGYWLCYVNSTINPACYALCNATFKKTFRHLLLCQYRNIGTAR
CHO-K1 Ca antag: M1 antagonist counterscreen hit in parental CHO-K1 cells | ATP-induced calcium, Fluo-8 fluorescence | inhibition, % at 3 µM | hit rate 0.6% among 360,000 | AID 602250;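 active = inhibition above a per-plate cutoff, the plate's mean sample inhibition plus 3 SD, cut at about 24% in these data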;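 note: 0% = DMSO plus EC80 ATP and 100% = DMSO alone without ATP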
OXTR potentiator: human OXTR potentiation | P30559 | CHO-OTR cells, Fluo-8 calcium fluorescence, potentiator mode; 0% = oxytocin EC15, 100% = EC100 | activation, % at 3 µM | hit rate 0.061% among 320,000;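 active = activation above that plate's cutoff, the mean activation of tested compounds plus 3 SD, cut at about 6.6% in these data, passing the limit was not always enough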;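 note: 100% uses oxytocin at 75 nM as the full agonist control; some results filed as inactive read as strong as hits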
Target sequence (P30559 whole entry, looked up): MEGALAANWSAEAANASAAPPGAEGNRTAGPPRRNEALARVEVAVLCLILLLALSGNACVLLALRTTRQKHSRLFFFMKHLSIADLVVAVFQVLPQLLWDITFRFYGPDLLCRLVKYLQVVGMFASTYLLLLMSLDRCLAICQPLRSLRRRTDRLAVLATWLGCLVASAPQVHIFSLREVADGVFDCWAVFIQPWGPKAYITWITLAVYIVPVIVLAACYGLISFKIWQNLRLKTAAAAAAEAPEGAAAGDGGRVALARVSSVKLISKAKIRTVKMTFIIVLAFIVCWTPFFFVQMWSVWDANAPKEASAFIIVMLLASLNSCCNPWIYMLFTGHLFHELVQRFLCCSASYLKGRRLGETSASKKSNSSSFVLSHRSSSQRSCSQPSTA
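Assay system: CHO cell line stably expressing human OTR | Also added: Oxytocin at about EC15, sub-maximal agonist stimulus | Times: Compound 6 min at room temperature before oxytocin, 100 s read | Measured by: Fluo-8 intracellular calcium fluorescence, ex 470-495, em 515-575 nm | Controls: EC15 oxytocin alone as 0%, 75 nM oxytocin as 100%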
CHRM1 antagonist: antagonists of human M1 muscarinic receptor | P11229 | CHO-K1 hM1, Fluo-8 calcium fluorescence, ACh EC80 antagonist | inhibition, % at 3 µM | hit rate 1.3% among 360,000;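 active = percent inhibition above its own plate's cutoff, namely the mean of that plate's compound wells plus 3 SD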;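 note: peak over basal fluorescence ratio during 140 s after agonist addition; 0% = ACh EC80 plus DMSO and 100% = DMSO alone without agonist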
M1 ag: agonists of human M1 muscarinic receptor. activation, % at 3 µM. CHO-K1 hM1, Fluo-8 calcium fluorescence, agonist mode; 0% DMSO, 100% acetylcholine EC100. P11229. hit rate 0.33% among 360,000. AID 588814;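 active = activation above the run's mean compound activation plus 3 SD, cut at about 16% in these data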;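 note: peak over basal fluorescence ratio within a 140 s kinetic read after compound addition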
CHO parental Ca: signal in parental CHO cells, OX1R antagonist counter-screen; parental CHO-K1, ATP-induced calcium, Fluo-8 fluorescence; inhibition, % at 5.6 µM; hit rate 0.63% among 330,000; AID 463079;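 active = inhibition above that plate's mean sample inhibition plus 3 SD, cut at about 26% in these data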;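 note: 0% = ATP-challenged DMSO wells and 100% = DMSO wells without ATP; some compounds past the cut are filed as inactive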
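Test system: untransfected parental CHO cell line. Compound: one dose, 5.6 µM nominal. Detection: intracellular calcium via Fluo-8 no-wash fluorescent dye. Measure: % inhibition. Benchmarks: ATP-challenged DMSO wells low, unchallenged DMSO wells high.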
CHO-K1 Ca ag: nonselective activator or artifact in parental CHO-K1 cells; Fluo-8 calcium fluorescence; scaled to maximal ATP response, vehicle zero; activation, % at 3 µM; hit rate 0.48% among 360,000; AID 602248; in the data active = activation above about 15%;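 note: untransfected CHO-K1 host cells lacking M1 receptor as counterscreen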
M4 antag: blocks acetylcholine activation of human M4 receptor; P08173; AID 624125; CHO-hM4 cells, ACh EC80, Fluo-8 calcium fluorescence; inhibition, % at 3 µM; hit rate 0.73% among 360,000;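 active = inhibition above its plate's cutoff, the mean inhibition of sample wells plus 3 SD, cut at about 27% in these data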;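 note: 0% = acetylcholine EC80 with DMSO and 100% = DMSO without agonist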
CHRM1 PAM: positive allosteric modulators of human M1 muscarinic receptor; P11229; CHO-K1 hM1, Fluo-8 calcium fluorescence, ACh EC20; 0% = ACh EC20, 100% = maximal ACh; activation, % at 3 µM; hit rate 0.088% among 360,000; AID 588819; in the data active = activation above about 19%, passing the limit was not always enough
Starred values were filed as active, the others as inactive; x = not tested or not shown; & = joins results of further samples. This is a random part of the collection. Share with any hit: about 2.9%.

The first 5 compounds, to show the layout:
SMILES	CHRM4 agonist	CHO-K1 Ca antag	OXTR potentiator	CHRM1 antagonist	M1 ag	CHO parental Ca	CHO-K1 Ca ag	M4 antag	CHRM1 PAM
CCCCCCCCCCCCCCCCn1cc[n+](C)c1	1.6	6.8	-20.0&-15.2	41.9*	-10.2	71.2*	-0.2	30.1*	-29.7
Cc1ccc(N2CC(C(=O)Nc3ccc4c(c3)OCCO4)CC2=O)cc1 (stereo not given)	1.9	-12.7	-6.4	2.4	-4.0	-10.9	-0.9	0.1	1.7
CCOc1ccc(CN2CCN(Cc3cnc(-c4ccccc4)s3)CC2CCO)cc1 (stereo not given)	5.7	4.3	-7.2	5.4	-8.2	-3.4	1.3	-3.1	-0.7
COc1ccc(C=NNC(=O)CCCC(=O)NN=Cc2ccc(OC)c(O)c2)cc1O	0.4	-8.8	x	-3.9	-2.6	x	0.7	-3.6	0.0
O=C(c1ccccc1)c1ccccc1NC(=O)C1CCCN1Cc1ccccc1 (stereo not given)	3.0	-5.5	-0.7	8.4	-3.1	-48.1	2.2	2.4	-2.3

The whole of this part, from the first entry:
SMILES	CHRM4 agonist	CHO-K1 Ca antag	OXTR potentiator	CHRM1 antagonist	M1 ag	CHO parental Ca	CHO-K1 Ca ag	M4 antag	CHRM1 PAM
CCCCCCCCCCCCCCCCn1cc[n+](C)c1	1.6	6.8	-20.0&-15.2	41.9*	-10.2	71.2*	-0.2	30.1*	-29.7
Cc1ccc(N2CC(C(=O)Nc3ccc4c(c3)OCCO4)CC2=O)cc1 (stereo not given)	1.9	-12.7	-6.4	2.4	-4.0	-10.9	-0.9	0.1	1.7
CCOc1ccc(CN2CCN(Cc3cnc(-c4ccccc4)s3)CC2CCO)cc1 (stereo not given)	5.7	4.3	-7.2	5.4	-8.2	-3.4	1.3	-3.1	-0.7
COc1ccc(C=NNC(=O)CCCC(=O)NN=Cc2ccc(OC)c(O)c2)cc1O	0.4	-8.8	x	-3.9	-2.6	x	0.7	-3.6	0.0
O=C(c1ccccc1)c1ccccc1NC(=O)C1CCCN1Cc1ccccc1 (stereo not given)	3.0	-5.5	-0.7	8.4	-3.1	-48.1	2.2	2.4	-2.3
COc1ccc(C(=O)CCC(=O)Nc2cccc(Cl)c2)cc1	1.6	-12.0	5.2	-10.2	-0.7	-2.5	0.7	8.0	12.5
CN1C(=O)NC(NC(=O)c2ccncc2)(C(F)(F)F)C1=O (stereo not given)	-0.7	-8.7	-0.2	-11.2	-2.6	0.7	1.2	-2.9	8.1
Cc1cc(N2C(=O)C(O)=C(C(=O)c3ccco3)C2c2ccc([N+](=O)[O-])cc2)no1 (stereo not given)	-1.0	5.9	-4.5	-7.3	0.0	-6.7	-0.1	5.0	15.2
O=C(NCCc1ccccc1)C(=O)NN=C1CCCC1	3.7	-11.0	-0.3	-2.4	-2.7	-4.5	1.4	-13.8	0.2
COc1cc(C(=O)NCc2ccccn2)ccc1OCc1c(C)noc1C	-0.1	-16.0	-3.1	-3.4	-4.0	5.9	0.8	-5.0	-0.1
COc1cc(C(=O)N/C(=C\c2cn(C)c3ccccc23)C(=O)NCCCN2CCOCC2)cc(OC)c1OC	0.4	5.4	-4.8	-2.6	-0.6	-8.7	-0.7	-7.7	10.7
COc1ccccc1C(=O)NCCC(=O)NCc1ccncc1	0.6	-19.5	-3.2	-4.2	-8.4	-15.9	0.7	-3.1	4.2
Cc1cc(C(=O)CN2CCC(C)CC2)c(C)n1-c1ccccc1F	2.6	-13.8	-12.3	-12.2	-11.6	-9.5	2.7	4.7	5.2
Cc1cc(NCCCN(C)C)n2c(nc3ccccc32)c1C#N	0.0	-4.6	-14.2	-0.5	-9.7	-6.0	0.1	-17.2	1.6
O=c1cc(CSc2nnc(COc3cccc4ccccc34)o2)c2ccccc2[nH]1	0.0	-5.5	4.4	1.1	-2.3	-7.7	0.4	-2.5	-1.5
C=CCOC(=O)C1=C(C)OC(N)=C(C#N)C1c1ccccc1F (stereo not given)	-1.3	-9.8	-5.0	-4.9	-5.5	-22.5	-0.7	-1.3	4.6
Cc1ccc(N(CC(=O)Nc2ccc(F)c(Cl)c2)S(=O)(=O)c2c(C)noc2C)cc1	-0.2	-3.3	-21.0	-33.5	-3.0	-3.0	0.1	7.1	7.2
COCCNC(=O)CCc1c(C)nc2c(c(C)nn2-c2ccc(C)c(C)c2)c1C	1.2	-7.0	-16.0	-6.9	-6.8	-8.7	2.1	4.9	4.7
COc1ccc(N(C(=O)Cc2cccs2)C(C(=O)NC2CCCCC2)c2cccn2C)cc1 (stereo not given)	0.8	11.9	2.1	-14.7	-1.5	-26.9	-0.6	-2.6	-0.7
CSc1sc(C(=O)O)c2c1C(=O)CC(C)(C)C2	1.9	-6.2	0.8	1.9	-1.2	-8.6	0.4	-0.6	-1.6
CC(C)N1CCN(Cc2ccc(C#CCCO)cc2)CC1CCO (stereo not given)	-0.2	-5.6	3.6	15.6	-11.4	-7.7	-0.2	7.6	-13.6
CN(Cc1cnc2nc(N)nc(N)c2n1)c1ccc(C(=O)NC(CCC(=O)O)C(=O)O)cc1C(F)(F)F (stereo not given)	0.2	-6.7	x	-17.9	3.6	x	0.5	-10.1	15.0
Cc1ccc(Cl)cc1NC(=O)CON=C(N)c1ccccc1	1.9	-7.8	x	-6.8	1.3	x	0.3	-5.1	9.3
CCOC(=O)c1ccc(S(=O)(=O)NCCN(CC)CC)cc1	5.9	5.2	-1.2	5.8	-6.8	-1.0	3.3	-7.9	6.1
COc1ccc(CN(C(=O)CN2C(=O)C(C)Oc3ccccc32)C2CCCC2)c(OC)c1 (stereo not given)	7.3	-11.3	-5.8	0.6	-3.2	-28.8	2.5	-11.9	0.2
CC(=O)c1ccc(N2CCN(C(=O)Nc3ccc(C)cc3)CC2)cc1	3.1	-6.4	-3.7	5.4	-1.6	-10.5	11.2	1.0	1.9
O=c1[nH]c(NCCO)nnc1Cc1ccccc1	0.6	-7.5	-3.0	-7.8	-1.1	-0.9	0.2	9.7	8.8
Cc1nc2cc3ccccc3cc2c(=O)[nH]1	0.2	-4.7	-0.4	-10.3	-4.4	-6.8	0.7	-3.5	6.2
CCOc1ccc(S(=O)(=O)N2CCCCC2)cc1NC(=O)Cc1ccccc1	-1.7	-7.3	0.3	4.9	-2.1	-27.1	-0.8	-3.2	-1.5
CCN(CC)CCOC(=O)c1ccc(Cl)cc1	1.1	-5.6	0.5	0.2	-6.1	-4.6	0.1	-5.3	-4.5
O=C(Cc1ccc(F)cc1)N1CCC(N2CCC(C(=O)N3CCOCC3)CC2)CC1	-0.5	-15.4	-6.0	-6.8	-7.3	-8.4	1.1	-5.0	6.1
CCOC(=O)c1c(O)c2cccc3c2n(c1=O)CC3	-0.5	1.6	-0.5	5.1	-1.4	-6.0	-0.3	3.8	-5.9
COc1ccc(CNC(=O)CCCn2c(=O)c3cccn3c3cccnc32)cc1	2.8	-8.2	x	-10.9	-4.0	x	2.4	-11.7	1.5
CCn1c(=O)c(-c2ccccc2)c(O)c2ccccc21	-0.2	-10.2	-9.2	-14.3	-4.3	-8.6	-0.3	-11.8	9.2
O=C(NC1CCCCCCC1)c1ccc(CNc2c(N3CCOCC3)c(=O)c2=O)cc1	-0.5	3.5	0.2	-4.6	-9.9	3.4	-0.2	-3.8	9.4
O=c1c2[nH]c3ccc(Cl)cc3c2ncn1Cc1ccccn1	1.4	6.4	x	-7.3	-1.9	x	0.2	8.4	6.3
O=C(CN1CCN(c2ccccc2O)CC1)Nc1ccccc1C(=O)NCCc1ccccc1	17.6	3.1	-6.3	29.1	-2.4	-14.7	7.0	17.5	-12.0
CC(C)=CCC/C(C)=C/CC/C(C)=N/O	0.7	-2.7	-1.0	-4.1	-4.0	0.1	0.2	-0.5	7.6
CCOC(=O)C1Cn2c(nc3c(c2=O)C2(CCCC2)Cc2ccccc2-3)S1 (stereo not given)	0.6	-1.8	-4.9	1.5	-0.6	-28.4	-0.3	-10.2	4.7
CN(C)CC(O)COc1ccc(C(C)(C)c2ccc(OCC(O)CN(C)C)cc2)cc1 (stereo not given)	0.6	-9.1	-3.3	-20.1	-4.8	-4.5	0.5	4.5	-2.6
O=C(CNC(=O)c1cccs1)NCC(=O)OCc1ccc(F)cc1	0.9	-3.8	-1.5	-6.5	-0.1	-11.4	1.2	-3.5	11.1
CCCC(=O)NCc1cc(-c2nn(C)c(=O)c3ccccc23)ccc1C	2.7	-7.0	-8.8	-7.3	-2.9	-17.1	1.2	-5.1	5.1
O=c1[nH]c(SCc2ccc(Cl)cc2)nc2ccccc12	0.3	-18.4	-5.9	14.2	-0.9	-12.9	1.1	3.1	-0.5
O=C(CSc1ccccc1F)Nc1ccc(N2CCOCC2)cc1	2.0	3.1	-8.5	-7.2	-3.0	6.9	-0.1	4.3	12.5
Cc1ccc(/C(O)=C2\C(=O)C(=O)N(CC(C)O)C2c2ccccn2)cc1 (stereo not given)	-0.2	4.0	1.0	1.3	-4.9	14.3	0.0	8.5	2.4
NNC(=O)c1cc(-c2cccs2)nc2ccccc12	7.7	-6.9	-2.2	-1.1	-2.3	-12.2	0.8	-29.8	-0.2
COc1cc(OC)cc(C(=O)OCC(=O)Nc2sccc2C(N)=O)c1	11.5	-2.3	-13.9	23.0	-2.9	-7.2	9.1	-1.3	-9.8
CCOc1ccc(-n2c(SCC(=O)NC3CCS(=O)(=O)C3)nnc2-c2cccnc2)cc1 (stereo not given)	2.6	-17.2	-0.8	-10.5	-5.2	-0.7	0.4	-1.8	13.1
Cc1nc(N2CCN(c3ccccn3)CC2)c2c(C)c(C(=O)Nc3ccccc3F)sc2n1	1.0	-7.9	3.5	-21.5	-1.2	-15.1	0.6	1.1	-0.2
COc1cccc(COC(=O)CSCC(=O)Nc2cccc(C)c2)c1OC	3.4	-1.4	-4.2	-13.6	0.2	-33.8	1.5	1.4	5.1
CCC/C=N/NC(=O)c1ccc(F)cc1	-0.5	11.4	-3.0	-2.8	-5.7	-6.7	-0.1	-2.6	-1.1
COc1ccc(NS(=O)(=O)c2ccc(O)c(NC(=O)c3ccc(S(=O)(=O)N4CCCC4)cc3)c2)cc1	3.7	-1.6	-4.8	4.7	-2.8	-4.4	2.6	-5.0	1.1
N#CC1=C(N)N2C(=C(C#N)C13CCN(Cc1ccccc1)CC3)Nc1ccccc12	2.0	-31.9	-7.7	32.4	-13.7	-16.1	1.2	2.3	-22.8
O=C(OCC(=O)N1CCN(S(=O)(=O)c2ccc(Cl)cc2)CC1)C1CC1	2.0	-11.8	-3.5	4.4	-2.8	-3.8	1.2	0.7	-4.0
CC(C)NC(=O)c1ccc2c(c1)N(CC(=O)N1CCCC1)C(=O)C(C)(C)O2	1.1	-20.0	-11.1	-15.3	-1.5	12.7	2.5	-6.3	8.7
